Peg3 imprint – induces erasure of genomic imprints in mouse ES cells. mouse ES Peg3-LacZ reporter, beta-gal luminescence, 40 h. Potency, µM (top dose mostly 60.7 µM), inactives show at the top dose activity change, positive = activation, hits mostly activators. hit rate 0.02% among 110,000. AID 1948;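 note: 0% = negative control wells on the plate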
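Gelatin-coated wells received 300 freshly trypsinized female ES cells with a Peg3LacZ-Neo reporter on the maternal allele, then incubated 40 hours at 37C. BetaGlo was added for 5 minutes at room temperature before a single luminescence read.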
IkB signaling – inhibitors of IkB signaling in ABC-DLBCL cells. ABC-DLBCL IkBa-CBG/CBR dual luciferase ratio, 4 h; response scale: scaled: untreated 0%, proteasome inhibitor 100%. Potency, µM (doses to about 57.1 µM), for inactives: at the top dose IkBa stabilization activation. hit rate 0.04% among 110,000. AID 445; active = well fitted curve in the direction sought with a large enough effect in the signal ratio, not every such curve was filed as active; inconclusive = small, poorly fitted or top-dose-only effect, or a change in a side signal; the % refers to the signal ratio;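 note: the direction sought is a rising ratio; 0% = basal untreated cells and 100% = reference inhibitor full response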
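Luminescence ratio of IκBα-fused green versus native red beetle luciferase in OCI-Ly3 cells, 4 h post-doxycycline with compound; red signal alone, scaled from basal (0%) to zero light (-100%), flagged nonspecific or cytotoxic effects.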
p53ts 32C kill – kills p53ts cells at the permissive temperature. H1299-p53A138V at 32C, ATP luminescence viability, 24 h. Potency, µM (series often up to 46.1 µM), without a hit: at the highest dose activity change, negative = cytotoxicity, hits mostly cytotoxic. hit rate 0.93% among 130,000. AID 924;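 note: 0% = DMSO and -100% = full killing by reference compound; nearly all actives have a fitted effect of over 55% in size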
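Cells: H1299 p53ts (A138V), 600/well, pre-incubated 16–30 h at 37C. Cpd up to 46 uM, 24 h, 32C. Readout: ATPlite luminescence, 20 min RT. Normalization: DMSO vs tamoxifen 100 uM. AC50 by Hill equation.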
p53ts 39C kill – kills p53ts cells at the nonpermissive temperature. H1299-p53A138V viability at 39C, ATP luminescence, 24 h. Potency, µM (titrated, usually from 46.1 µM), without a hit: top-dose activity change, negative = cell killing, hits mostly cytotoxic. hit rate 1.5% among 130,000. AID 902; note: nearly all actives have a fitted effect of over 55% in size
Starred values were filed as active, the others as inactive; ? = inconclusive; · = not tested or not shown; [ ] = remark or other dose. Unless noted, calls come from the whole dose curve; as a rule, active = well fitted curve in the direction sought with a large enough effect; inconclusive = small, poorly fitted or top-dose-only effect, or another doubt; inactive = no such curve, though single readings can be large; an effect the other way counts as inactive or inconclusive. Unless noted, % is set by controls: 0 for no effect and ±100 for the full control effect; potency is the fitted concentration of half-maximal effect.

SMILES	Peg3 imprint	IkB signaling	p53ts 32C kill	p53ts 39C kill
COc1ccc(N2CCN(C(=O)CCCCn3c(=O)[nH]c4ccsc4c3=O)CC2)cc1	-2.7%[10.9 µM]	?	-1.7%	19.2%
COc1ccc(N2CCN(C(=O)CSc3nnc(COc4cccc5cccnc45)o3)CC2)cc1	-14.3%	8.8%	-7.4%	6.3%
CCN(C(=O)c1sc2nc3n(c(=O)c2c1C)CCCCC3)c1ccc(OC)cc1	15.9%[10.9 µM]	0.1%	-2.1%	?
O=S(=O)(Nc1cccc(-c2ccc(N3CCOCC3)nn2)c1)c1ccccc1C(F)(F)F	-23.6%[10.9 µM]	-2.0%	-24.8%	?
COc1ccc(N(CC(=O)NC2CCCCCCC2)S(=O)(=O)c2c(C)nn(C)c2C)cc1	-15.9%	-1.4%	3.1%	10.2%
O=C(NCc1ccccc1Cl)C(=O)NCC(c1ccco1)S(=O)(=O)c1cccs1 (stereo unspecified)	9.9%[10.9 µM]	2.3%	-2.0%	-10.3%
Cc1nc2cc(NC(=O)N(C)c3ccc4ccccc4c3)ccc2o1	-8.4%	?	-6.9%	-8.4%
CCOc1ccccc1NC(=O)Cn1nnc(-c2ccc(OCC)c(OCC)c2)n1	-6.1%	-0.6%	-4.1%	-18.6%
Cc1cc(C)n(-c2nnc(Nc3cc(Cl)ccc3C)c3ccccc23)n1	-2.4%[10.9 µM]	?	9.9%	-7.8%
CCCCCCn1c(CN2CCCCC2CC)nc2c1c(=O)n(C)c(=O)n2C (stereo unspecified)	-17.2%	1.3%	-10.9%	-10.0%
COc1ccc2nc(NC(=O)c3nc(SCc4cccc(C)c4)ncc3Cl)sc2c1	-5.8%[10.9 µM]	-0.7%	-2.2%	-2.9%
O=C(COc1ccc(S(=O)(=O)N2CCOCC2)cc1)NC1CCCC1	4.2%	4.5%	2.4%	-6.8%
CCOC(=O)c1ccc(NC(=O)C2CCN(C(=O)N3CC(C)Oc4ccc(C)cc43)CC2)cc1 (stereo unspecified)	-11.7%[10.9 µM]	-1.1%	0.8%	1.4%
O=C(Nc1nc2ccccc2n1Cc1ccccc1)c1ccco1	-8.5%	?	-7.0%	-16.2%
Cc1cccc(-c2noc(-c3ccc(NCc4cccnc4)c([N+](=O)[O-])c3)n2)c1	-4.7%[10.9 µM]	?	-23.3%	-20.7%
CC(C)Nc1ccc(-c2nc(-c3ccncc3)no2)cc1[N+](=O)[O-]	-2.6%[10.9 µM]	?	-6.4%	11.7%
CCOC(=O)N1CCN(C(=O)C2CCN(S(=O)(=O)CC)CC2)CC1	-2.2%	-0.8%	-1.8%	-2.4%
COc1ccc2nc(C)c(C(=O)OCCN(C)C)cc2c1	2.7%	0.0%	2.3%	2.9%
COc1cc(C(=O)N2CCN(C(=O)c3ccccc3)CC2)cc(OC)c1OC	-7.7%	2.3%	13.9%	-1.9%
CCOc1ccccc1N(CC(=O)Nc1ccc2c(c1)OCCO2)S(C)(=O)=O	5.9%	-0.6%	-3.7%	-1.5%
CCCCn1c(SCC(=O)N2CC(C)CC(C)C2)nc2cc(S(N)(=O)=O)ccc21 (stereo unspecified)	-4.5%	0.8%	5.0%	-1.0%
CCOc1ccc(OCCSc2nc(C)cc(=O)[nH]2)cc1	-83.0%[inhibitor]	-0.7%	?	?
CN1C(C(=O)c2ccccc2)=C(NC(=O)c2ccc(F)cc2)c2ccccc2S1(=O)=O	-10.3%[10.9 µM]	-4.0%	-0.1%	0.3%
COc1cc(C(=O)Nc2cc(-c3nc4cc(C)ccc4o3)ccc2C)cc(OC)c1OC	-14.7%	?	12.6µM*	?
COc1ccc(CNC(=O)c2ccc(Cn3c(=O)c4cccn4c4cccnc43)cc2)c(OC)c1	-15.9%[10.9 µM]	?	2.8%	-3.9%
COCCn1nnnc1C(c1ccccn1)N1CCN(c2cccc(C)c2C)CC1 (stereo unspecified)	·	·	-1.2%	4.7%
CCOC(=O)c1c(N)sc(-c2ccccc2)c1C	·	·	0.9%	-0.4%
COc1ccc(Cl)cc1S(=O)(=O)Nc1ccc2c(c1)n(C)c(=O)n2C	-14.4%[10.9 µM]	?	-4.2%	-14.9%
Cc1ccccc1NCc1ccc(O)c2ncccc12	·	·	-7.0%	-3.9%
COc1ccc2ncc3c(-c4ccc(C)c(C)c4)nn(CC(=O)NC4CCCCC4)c3c2c1	-6.4%[10.9 µM]	0.5%	-0.9%	-9.6%

Complete entries, quoted from the list. Order of screens: Peg3 imprint, IkB signaling, p53ts 32C kill, p53ts 39C kill
Cc1ccccc1NCc1ccc(O)c2ncccc12 is listed with ·, ·, -7.0%, -3.9%
COCCn1nnnc1C(c1ccccn1)N1CCN(c2cccc(C)c2C)CC1 (stereo unspecified) is listed with ·, ·, -1.2%, 4.7%

Next results follow.
SMILES	Peg3 imprint	IkB signaling	p53ts 32C kill	p53ts 39C kill
CCn1c(COc2ccc(C)cc2)nnc1SCC(=O)Nc1ccc2c(c1)OCCO2	1.7%	0.4%	-4.2%	-2.6%
Cc1ccccc1-c1noc(-c2cccs2)n1	-11.9%	-3.0%	-4.7%	-3.4%
CCOC(=O)c1c(NC(=O)/C=C/c2ccc(OCC)cc2)sc2c1CCCC2	-3.1%[10.9 µM]	-3.2%	5.3%	4.9%
CC(=O)c1ccc(N2CCN(S(=O)(=O)c3cccc(S(=O)(=O)N4CCOCC4)c3)CC2)cc1	-3.2%	0.7%	-4.2%	5.3%
COC(=O)[C@H]1C[C@@H]1[C@H](NS(=O)(=O)c1ccc2ccccc2c1)c1ccccc1	-17.5%	·	8.2%	-1.2%
CCOC(=O)Cn1cnc2onc(-c3ccc(F)cc3)c2c1=O	-3.0%[10.9 µM]	-0.2%	3.8%	-15.7%
COCCn1c(=O)c(CCc2ccccc2)nc2cnc(Nc3ccccc3)nc21	3.9%	-0.8%[11.4 µM]	-6.8%	-5.9%
CCOc1ccc(NC(=O)CCc2c(C)nc3cc(-c4ccc(Cl)cc4)nn3c2C)cc1	-15.1%[10.9 µM]	?	-7.6%	-18.9%
COc1ccc(Nc2nc3ccccc3nc2NS(=O)(=O)c2ccc(Cl)cc2)cc1OC	-16.3%[10.9 µM]	?	-3.8%	-12.4%
O=C(O)CC(C(=O)OC1CCCCC1)N1CCOCC1 (stereo unspecified)	?	1.8%	10.8%	21.4%
CCOC(=O)C(NC(=O)c1ccccc1)(N1CCOCC1)C(F)(F)F (stereo unspecified)	-0.7%	-2.5%	2.6%	0.4%
CCN1C(=O)c2ccccc2S(=O)c2ccc(C(=O)NCc3ccc(F)cc3)cc21 (stereo unspecified)	-11.3%[10.9 µM]	0.2%	-1.4%	2.0%
COc1ccc(CCNC(=O)CCCn2c(=O)c3ccccc3n(CC(=O)Nc3ccccc3C)c2=O)cc1OC	-6.4%[10.9 µM]	3.1%	12.9%	1.1%
Cc1ccc(Nc2nc(N)nc(CN3CCN(C(=O)c4ccco4)CC3)n2)cc1Cl	-12.7%	5.5%	4.7%	-14.0%
CC1=C(C(=O)Nc2ccccc2C)C(c2cccnc2)n2nc(SCc3ccccc3)nc2N1 (stereo unspecified)	-16.6%[10.9 µM]	0.3%	-11.0%	-3.8%
O=S(=O)(NC1c2cccc3cccc(c23)C1N1CCN(CCO)CC1)c1ccccc1 (stereo unspecified)	-19.2%	4.2%	-5.2%	-17.7%
O=C(Nc1ccccc1F)c1ccc(-c2ccccc2)s1	-39.0%[inhibitor][10.9 µM]	?	?	?
CCOC(=O)N1CCC(Nc2cc(C)nc3c(-c4ccccc4OC)c(C)nn23)CC1	-15.3%	5.3%	2.1%	21.5%
Cc1ccc(NC(=O)Cn2nc(C(F)(F)F)c3c2CCCC3)cc1	-9.4%[10.9 µM]	4.2%	-8.4%	-12.4%
O=C(c1ccc2c(c1)OCO2)N1CCN=C1SCc1ccccc1	-17.2%	0.5%	1.1%	-4.1%
CCOC(=O)CSC1=C(C#N)C(c2ccccc2OCC)C(C(=O)OCC)C(=O)N1 (stereo unspecified)	2.6%	1.4%	13.9%	-1.0%
C=CCOc1ccc(CNc2nccs2)cc1OCC	·	·	13.7%	8.6%
C/C(=N/NC(=O)CNC(=O)COc1ccccc1)c1ccco1	·	·	3.6%	-5.9%
COc1ccc(CNC(=O)c2cnc(C)cn2)c(OC)c1	·	-0.3%	16.7%	-3.3%
O=C(NCc1ccc2c(c1)OCO2)c1cnc2ccccn2c1=O	·	·	0.0%	2.3%
O=C(NCCNC(=O)C(c1ccccc1)c1ccccc1)c1ccco1	-7.4%	2.0%	12.1%	7.6%
N#CC1=C(N)SC(N)=C(C#N)C1c1ccc(C(F)(F)F)cc1	-5.9%	0.7%	-4.1%	5.3%
CN(C)c1ccc(CNc2nc(-c3ccco3)nn2S(=O)(=O)c2ccc3ccccc3c2)cc1	-19.8%[10.9 µM]	?	-6.6%	-7.9%
COc1ccc(N2CCN(C(=O)CCS(=O)(=O)c3cccc4nsnc34)CC2)cc1	-28.2%	0.2%	-9.7%	-6.9%
CCCSc1nc2c(c(=O)[nH]1)C(c1ccc(O)c(OCC)c1)CC(=O)N2 (stereo unspecified)	-13.1%[10.9 µM]	-0.1%	?	-6.7%

Among those listed so far, 5 contain two or more sulfur atoms:
SMILES	Peg3 imprint	IkB signaling	p53ts 32C kill	p53ts 39C kill
O=C(NCc1ccccc1Cl)C(=O)NCC(c1ccco1)S(=O)(=O)c1cccs1 (stereo unspecified)	9.9%[10.9 µM]	2.3%	-2.0%	-10.3%
COc1ccc2nc(NC(=O)c3nc(SCc4cccc(C)c4)ncc3Cl)sc2c1	-5.8%[10.9 µM]	-0.7%	-2.2%	-2.9%
CCCCn1c(SCC(=O)N2CC(C)CC(C)C2)nc2cc(S(N)(=O)=O)ccc21 (stereo unspecified)	-4.5%	0.8%	5.0%	-1.0%
CC(=O)c1ccc(N2CCN(S(=O)(=O)c3cccc(S(=O)(=O)N4CCOCC4)c3)CC2)cc1	-3.2%	0.7%	-4.2%	5.3%
COc1ccc(N2CCN(C(=O)CCS(=O)(=O)c3cccc4nsnc34)CC2)cc1	-28.2%	0.2%	-9.7%	-6.9%

Continuation.
SMILES	Peg3 imprint	IkB signaling	p53ts 32C kill	p53ts 39C kill
Cn1c(=O)c2c(-c3cccc(Br)c3)n(CCO)cc2n(C)c1=O	22.1%[10.9 µM]	0.3%	1.4%	21.8%
CN(C)S(=O)(=O)N(CC(=O)NCCSCc1c(F)cccc1Cl)c1ccccc1	-18.7%[10.9 µM]	?	-3.0%	8.3%
Cn1c(=O)c2c(nc(Cl)n2Cc2ccncc2)n(C)c1=O	8.4%	-0.4%	8.8%	-5.4%
Cc1ccc(S(=O)(=O)N2CCCc3cc(NC(=O)c4ccc(Cl)cc4)ccc32)cc1	-11.9%[10.9 µM]	0.4%	-7.3%	-12.5%
Cc1c2cnccc2c(C)c2c1c1ccccc1n2CCOC(=O)c1ccccc1	0.1%[10.9 µM]	-1.7%[11.4 µM]	8.7%[9.22 µM]	0.0%[9.22 µM]
C=C(C)Cn1c(COc2ccccc2)nnc1SCC(=O)O	-6.0%	9.3%	-4.6%	-6.5%
CCOc1ccc(C(=O)Nc2ccc(-c3nc4ccccc4s3)c(C)c2)cc1OCC	-0.9%[10.9 µM]	-3.6%	-3.0%	-14.1%
COc1ccccc1CNC(=O)C1CCN(c2nc3ccc(C)cc3[nH]2)CC1	-12.1%[10.9 µM]	-0.3%	7.1%	-9.1%

Screening data as filed in PubChem BioAssay.
